# High-throughput results from PubChem.
# HEK293 NFkB inh = inhibitors of PMA/ionomycin-induced NF-kB reporter, primary screen, antigen receptor NF-kB inhibitor project, cell-based, HEK-293 luciferase reporter, luminescence; HEK-293 NF-kB luciferase reporter; inhibition, % at 3 µM; actives 0.21% (n = 62,000);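 active means inhibition above the mean of all tested compounds plus 3 SD, cut at about 40% in these data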;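 further: 0% = stimulated DMSO wells and 100% = 10 µM reference inhibitor 5653914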
#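 Signal: luciferase luminescence; Material: HEK-293 cells with stable firefly luciferase reporter driven by four HIV NF-kB elements; Probe or stimulus: PMA with ionomycin; Replication: tested once; Times: 1 h compound pretreatment, then 16 h stimulation at 37 °C, 5% CO2; Benchmarks: DMSO and 10 µM reference inhibitor; Evaluation: per-plate % inhibition versus controls.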
# HER2 expr 66K = inhibitors of Her2 protein expression, primary screen, SKBR-3 cells, AlphaScreen, 66K library. Receptor tyrosine-protein kinase erbB-2 (Homo sapiens), P04626. SKBR-3 HER2 protein level, 18-24 h; hits give low values. HER2 level % of control, % at 10 µM. actives 0.69% (n = 65,000). AID 645, 2007;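 active means HER2 level under 5% of the carrier-only control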;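 further: 100% = DMSO carrier and 0% = 500 nM PU-H71 HSP90 inhibitor; lower value means stronger loss of Her2 protein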
# HTR1E agonist = 5-HT1E receptor agonists, primary screen, cell-based, HTS. 5-hydroxytryptamine receptor 1E (Homo sapiens), P28566. actives 0.69% (n = 65,000). activation, % at 6 µM. CHO 5-HT1E Ga15 NFAT-bla reporter, FRET; 0% DMSO wells, 100% control agonist wells;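 active means activation above a set limit, the screen-wide mean activation plus 3 SD, cut at about 8.5% in these data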;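 further: 100% = positive control agonist at 1 µM giving full maximal response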
# 5HT1E antag = 5-HT1E receptor antagonists, primary screen, cell-based, HTS; 5-hydroxytryptamine receptor 1E (Homo sapiens), P28566; actives 0.99% (n = 65,000); inhibition, % at 6 µM; CHO 5-HT1E Ga15 NFAT-bla reporter, FRET, antagonist; AID 571, 2007;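 active means inhibition above a set limit, the mean inhibition across every tested compound plus 3 SD, cut at about 29% in these data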;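 further: signal is the 460 over 535 nm emission ratio of beta-lactamase substrate; 0% = agonist plus DMSO wells and 100% = wells without agonist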
# Jurkat viability = cytotoxicity toward Jurkat T cells, primary screen, cytotoxicity control, cell-based, Jurkat E6.1, 60K MLSMR library | Jurkat E6.1 viability, ATP luminescence, 48 h | inhibition, % at 4 µM | actives 1.2% (n = 56,000) | AID 463, 2006;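 active means inhibition above the mean inhibition of all tested compounds plus 3 SD, cut at about 28% in these data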
# S1P1 ag pot = S1P1 agonists and agonism potentiators, primary screen, cell-based, primary and confirmation screens, CRE-bla reporter. activation, % at 9.5 µM. S1P1 CRE-bla cells, forskolin, beta-lactamase FRET, potentiator mode; S1P1 agonist co-added at EC20, 2 nM; 100% = saturating reference agonist, 0% = basal. actives 0.57% (n = 56,000). AID 449, 2006;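 active means activation above a cutoff set at the mean activation of all tested compounds plus 3 SD, cut at about 54% in these data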;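 further: forskolin at 4 µM as EC80 and the EC20 agonist is SEW2871; 100% = SEW2871 at its EC100 plus forskolin at EC80; some compounds past the cut are filed as inactive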
# Target sequence (P21453 whole entry, looked up): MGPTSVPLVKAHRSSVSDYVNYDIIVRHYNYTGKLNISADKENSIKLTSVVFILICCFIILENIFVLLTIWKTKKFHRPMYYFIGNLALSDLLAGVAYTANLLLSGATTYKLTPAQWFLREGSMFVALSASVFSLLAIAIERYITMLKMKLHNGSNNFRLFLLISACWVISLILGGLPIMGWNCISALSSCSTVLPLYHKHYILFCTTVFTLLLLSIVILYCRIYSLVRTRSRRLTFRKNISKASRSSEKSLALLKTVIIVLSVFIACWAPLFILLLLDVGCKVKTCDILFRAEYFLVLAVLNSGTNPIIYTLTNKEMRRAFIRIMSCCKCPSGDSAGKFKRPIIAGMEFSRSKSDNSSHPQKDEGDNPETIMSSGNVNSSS
# M1 antag = antagonists of rat M1 muscarinic receptor; Muscarinic acetylcholine receptor M1 (Rattus norvegicus), P08482; B-score at 10 µM; CHO-M1 cells, Fluo-4 calcium, ACh EC80 antagonist mode; hits give low values; actives 3.4% (n = 64,000);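 active means calcium fluorescence response, raw or row-and-column corrected B-score, differing from the plate sample mean either way at a set confidence level, mostly lower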
# Target sequence (P08482 whole entry, looked up): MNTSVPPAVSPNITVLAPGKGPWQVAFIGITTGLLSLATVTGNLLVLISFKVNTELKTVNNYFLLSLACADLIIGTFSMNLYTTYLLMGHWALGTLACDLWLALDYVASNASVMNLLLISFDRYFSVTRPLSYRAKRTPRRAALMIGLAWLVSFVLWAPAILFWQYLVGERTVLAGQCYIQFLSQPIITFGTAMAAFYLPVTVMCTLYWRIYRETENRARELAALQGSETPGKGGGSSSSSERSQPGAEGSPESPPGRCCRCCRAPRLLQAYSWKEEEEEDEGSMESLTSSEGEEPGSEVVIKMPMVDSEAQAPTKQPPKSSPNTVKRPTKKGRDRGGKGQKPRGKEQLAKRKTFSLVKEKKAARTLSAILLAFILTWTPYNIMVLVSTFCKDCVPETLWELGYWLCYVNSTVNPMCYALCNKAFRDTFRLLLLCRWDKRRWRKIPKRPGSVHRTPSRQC
# M1 agonist = M1 muscarinic receptor agonists, primary screen, CHO-M1 cells, Fluo-4 calcium, agonist mode; AID 626, 2007; Fluo-4 calcium fluorescence; hits give high values; B-score at 10 µM; actives 3% (n = 64,000); Muscarinic acetylcholine receptor M1;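 active means fluorescence rise, raw or as B-score row- and column-corrected plate score, outside the 99.7% band of its plate's samples, either direction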
# S1P3 agonist = human S1P3 receptor agonists, primary screen, cell-based, primary and confirmation, NFAT-BLA reporter; AID 373, 2006; S1P3 NFAT-BLA reporter cells, agonism, FRET ratio; relative to 1 µM S1P, basal subtracted; activation, % at 4.5 µM; actives 0.1% (n = 60,000);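 active means activation above the screen-wide mean plus 3 SD, cut at about 4.5% in these data, passing the limit was not always enough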; further: some compounds called inactive have numbers as strong as hits
#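 Assay system: stable CHO line with human S1P3, Gα16, NFAT-BLA reporter; Detection: FRET β-lactamase substrate fluorescence, excitation 405 nm, 460/535 nm emission ratio, background-subtracted; Read-out: percent activation versus median 1 µM S1P response, basal-subtracted, per plate; Incubation: cells plated overnight, compound 4 h 37 °C, substrate 2 h RT.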
# Starred values were filed as active, the others as inactive; . = not tested or not shown.
Compound	S1P3 agonist	M1 antag	HTR1E agonist	Jurkat viability	HER2 expr 66K	S1P1 ag pot	M1 agonist	5HT1E antag	HEK293 NFkB inh
Cc1cccc(CS(=O)(=O)Cc2ccc(C(=O)NCc3ccco3)o2)c1	-1.2	0.12	0.1	0	63	20	-0.36	-1	12
O=C(Nc1ccon1)c1cc2c(s1)CCCC2	-0.5	-1	-0.3	7	98	11	0	-3	-42
COc1cccc(C(=O)Nc2ccc(NC(=O)C(C)C)nc2)c1	0.0	0.013	-0.3	-6	78	4	-0.74	-3	4
COC(=O)c1ccccc1NC(=O)CSc1nc2ccccc2c(=O)[nH]1	0.2	-0.22	0.4	-3	114	.	0.1	12	17
Cc1cc(/C=N/n2cnnc2)c(C)n1-c1ccc(Cl)cc1Cl	-1.5	-0.58	0.3	-3	71	-8	-1.1	40*	21
Cc1ccc(S(=O)(=O)Cn2nnnc2C(CC(C)C)N2CCN(c3ccc(F)cc3)CC2)cc1 (centres undefined)	-1.1	.	1.3	0	82	-8	.	3	25
Cn1c(Cc2csc(N)n2)nnc1SC/C=C/c1ccccc1	-1.6	0.73	0.2	1	73	10	-0.3	5	5
CCOC(=O)c1ccc(N2Cc3ccccc3C2)cc1O	-0.6	-0.89	-1.5	15	145	0	-1.3	-1	6
CCCOc1ccc2oc(=O)c3c(c2c1)CCCN3C(=O)CN(C)Cc1ccccc1	-0.6	-6.5*	1.1	9	67	-7	-0.22	-5	4
CC(=O)C1=C(C)NC(SCC(=O)c2cc(Cl)ccc2Cl)=C(C#N)C1c1ccco1 (centres undefined)	-2.5	.	-0.3	-2	64	52	.	31*	19
O=C(Nc1ccc2c(c1)OCO2)c1ccc(CN2CCOCC2)cc1	-0.9	-0.35	0.1	3	81	-6	-2.3	-11	-17
CCCn1c(C(C)NC(C)=O)nc2ccccc21 (centres undefined)	0.1	-0.12	1.5	-2	90	-18	0.69	-13	12
COc1ccc(C(=O)Nc2ccc(S(=O)(=O)Nc3onc(C)c3C)cc2)cc1OC	-1.2	-0.12	-0.2	-3	105	1	0.89	-13	8
Cc1cc(C)n(-c2nc(NC(C)C)nc(NC(C)C)n2)n1	-0.5	0.21	-2.0	5	114	-14	1.4	30*	12
O=C(CSc1nc(C2CCCCC2)n(-c2ccccc2)n1)NCCN1C(=O)CSC1=O	0.1	-0.32	-0.2	0	90	-10	-0.22	-15	15
COc1cc(N2C(=O)c3ccccc3C2=O)c(Cl)cc1C(=O)OCC(=O)NCc1ccco1	-1.1	-0.22	-0.6	9	89	10	0.0098	15	29
CCOC(=O)c1c(CN2CCCCC2)n(C)c2cc(Br)c(O)c(CN(C)C)c12	-0.6	-0.28	0.4	0	97	14	0.0035	2	11
CCOC(=O)c1[nH]c(C)c(CN(Cc2ccco2)C(=O)C(F)(F)F)c1C	-1.3	-0.35	-1.3	8	84	19	0.7	7	15
CCn1c(SCC(=O)c2ccc(CNC(C)=O)o2)nnc1-c1cccs1	-1.0	2*	0.2	6	97	11	0.086	14	9
Cc1ccc(C)c(S(=O)(=O)n2cnc3ccccc32)c1	-0.9	0.027	-0.2	-7	132	-33	-1.1	-2	-21

# Some of these compounds in order of their number in 5HT1E antag, smallest number first:
smiles | 5HT1E antag
O=C(CSc1nc(C2CCCCC2)n(-c2ccccc2)n1)NCCN1C(=O)CSC1=O | -15
COc1ccc(C(=O)Nc2ccc(S(=O)(=O)Nc3onc(C)c3C)cc2)cc1OC | -13
Cn1c(Cc2csc(N)n2)nnc1SC/C=C/c1ccccc1 | 5

# Next part.
Compound	S1P3 agonist	M1 antag	HTR1E agonist	Jurkat viability	HER2 expr 66K	S1P1 ag pot	M1 agonist	5HT1E antag	HEK293 NFkB inh
Nc1cc(OC(=O)c2ccccc2Br)nn1S(=O)(=O)c1ccccc1	0.3	-0.096	-0.3	9	84	18	1.7	0	11
CCOC(=O)C(NC(=O)Nc1ncccn1)(Oc1ccccc1)C(F)(F)F (centres undefined)	-0.7	-0.074	-0.5	3	117	8	-0.24	-1	9
O=C(NCCc1ccncc1)Nc1ccc(Cl)cc1	1.0	-0.22	-0.3	1	119	-3	-0.37	-6	4
COc1cc(C2c3c(oc4ccccc4c3=O)C(=O)N2c2ccc(C)cn2)ccc1O (centres undefined)	-0.8	0.32	0.8	-5	81	-8	-0.13	4	9
O=C(COC(=O)COc1ccccc1)Nc1ccccc1OC(F)F	0.6	-0.52	-0.2	1	118	1	0.047	5	10
CCOC(=O)C1=C(C)Nc2nc(SCC)[nH]c(=O)c2C1c1ccncc1 (centres undefined)	.	0.19	0.3	.	78	.	-0.57	-1	20
COc1ccc2c(c1)c(C(=O)OCCN(C)C)c(C)n2C	-1.3	0.029	5.7	-7	91	-1	-0.024	-13	15
Cn1c(=O)c2c(-c3ccccc3)n(CCCN3CCOCC3)cc2n(C)c1=O	-1.2	0.64	-0.3	-2	102	-10	0.19	5	5
COc1ccc(NC(=O)NCc2ccccn2)cc1OC	0.0	-0.29	-0.3	6	61	3	-0.48	2	18
COC(=O)c1c(S(N)(=O)=O)c2ccccc2n1C	-1.7	-0.36	0.0	1	75	-1	1	0	12
Fc1ccccc1OCCSc1nc2ccccc2o1	-0.8	0.73	-0.3	3	72	.	0.28	0	9
c1nc(NC2CCCCC2)c2[nH]cnc2n1	-2.4	0.26	-0.8	.	54	-1	-0.031	6	.
Cc1ccc(S(=O)(=O)N2CCCSCC2)cc1	1.0	0.91	-0.2	3	104	-13	-0.52	-5	6
O=C(NCc1cccs1)c1cc2c(s1)CS(=O)(=O)C2	0.5	0.82	0.1	2	107	-11	-0.0084	-11	17
CCOC(=O)CNC(=O)C(NC(=O)C1CCC(C)CC1)C(C)CC (centres undefined)	.	-1	-0.8	.	73	.	0.36	-5	14
O=C(O)C1Nc2c(C(=O)N3CCOCC3)cccc2C2C=CCC12 (centres undefined)	-0.9	1.8*	-2.0	-6	147	-15	-0.24	20	3
O=C(NC1CCCC1)C(c1cccnc1)N(C(=O)c1csnn1)C1CC1 (centres undefined)	-1.2	.	-0.8	4	96	17	.	-5	7
Cc1cc(C)c2nc(-c3ccccn3)cc(C(=O)Nc3cc(C)on3)c2c1	-1.1	0	0.5	-4	39	-10	0.82	1	22
O=C(CSc1nc(-c2ccco2)cc(C(F)(F)F)n1)N1CCCc2ccccc21	0.2	0.71	-0.9	-2	34	8	0.21	-2	10
CCOC(=O)N1CC=C2C(C#N)=C(N)C(C#N)(C#N)[C@H](c3cccs3)[C@H]2C1	-4.2	0.67	-0.8	.	80	-8	3.8	-6	.

# As entered above:
# Reading of Nc1cc(OC(=O)c2ccccc2Br)nn1S(=O)(=O)c1ccccc1 under 5HT1E antag: 0
# Reading of O=C(CSc1nc(-c2ccco2)cc(C(F)(F)F)n1)N1CCCc2ccccc21 under HEK293 NFkB inh: 10
# Reading of O=C(NCCc1ccncc1)Nc1ccc(Cl)cc1 under HTR1E agonist: -0.3

# (next part)
Compound	S1P3 agonist	M1 antag	HTR1E agonist	Jurkat viability	HER2 expr 66K	S1P1 ag pot	M1 agonist	5HT1E antag	HEK293 NFkB inh
CCc1nnc(NC(=O)CSc2nc3cccnc3n2C2CCCCC2)s1	-0.5	1.3	0.6	29*	73	-4	-0.51	0	-25
COCCNC(=O)c1cc(Br)ccc1Cl	-0.1	-0.65	-0.2	0	97	.	0.93	2	4
CCCOC(=O)CSC1=C(C#N)C(c2ccccc2Cl)CC(=O)N1 (centres undefined)	-0.5	0.37	1.0	8	38	-8	0.025	7	6
COC(=O)c1ccc(NC(=O)CCc2c(C)nc3ncnn3c2C)cc1	-0.4	1.1	-0.9	6	90	5	-0.3	9	19
CCOc1ccc(Nc2oc(-c3cccs3)nc2C#N)cc1	0.5	0.41	0.6	8	91	-10	0.011	4	-4
Cc1ccc(-c2nnc3ccc(SCC(=O)NCc4ccco4)nn23)cc1	-1.0	-0.49	0.4	5	87	12	0.22	-2	10
CCOc1ccc(C2N(c3ccc(F)cc3)C(=O)C3CCCN32)cc1 (centres undefined)	1.7	0.97	0.4	-3	104	-1	1.4	-3	15
CCOC(=O)CSc1nc2sc(C)c(C)c2c(=O)[nH]1	-0.6	-0.56	-0.1	2	79	.	0.00073	12	-2
CN(C)C(=O)CSc1nnc(-c2cc(-c3cccs3)nc3ccccc23)o1	-0.9	-3.7*	0.8	-1	103	6	1.5	-5	8
COC(=O)CCC(=O)COc1ccccc1C#N	-0.2	0.022	-1.1	2	131	-1	0.1	-12	10
CC(=O)NC1C(=O)Nc2c1cccc2C(F)(F)F (centres undefined)	-1.7	0.31	-0.7	-1	65	-12	-0.26	-1	14
COc1ccc(C(CNC(=O)c2ccc(-n3cnnn3)cc2)N2CCOCC2)cc1 (centres undefined)	0.0	0.8	0.0	2	110	-11	-0.2	-2	14
CC(=O)c1ccc(NS(=O)(=O)Cc2ccccc2)cc1	0.0	0.35	-0.2	1	104	-16	0.91	-4	9
COc1ccc(S(=O)(=O)N2CCCC(C(=O)N3CCN(C)CC3)C2)cc1C (centres undefined)	-1.5	0.33	-0.4	1	108	.	0.49	6	3
O=C(NCCOC(=O)c1ccc(C(=O)OCCNC(=O)c2ccccc2)o1)c1ccccc1	-2.0	0.18	0.2	13	116	-2	-0.47	4	21
COc1cc(-c2nnc(SCc3cccnc3)n2C)cc(OC)c1O	-0.8	0.39	0.2	-1	100	-7	0.5	3	3
CCCn1c(SCC(=O)N2CCCc3ccccc32)nnc1-c1ccco1	0.2	-0.45	1.0	-5	115	0	-0.057	3	14
O=c1c2cc(N3CCOCC3)ccc2[nH]c(=S)n1CCCN1CCCCCC1	.	0.12	0.8	.	95	.	0.25	-8	13
CCOC(=O)c1cnn2c(C(F)(F)F)cc(-c3ccco3)nc12	0.7	-0.13	0.4	0	52	-18	-0.41	-3	-3
Cc1cc(C)n2cc(CSc3nnc(-c4ccccc4)o3)nc2n1	-0.4	0.89	0.1	0	86	-64	-2.6	8	10
CCOC(=O)c1oc2ccccc2c1NC(=O)c1ccc2c(c1)OCO2	-0.8	-0.59	0.2	-10	76	-28	0.87	16	6
CCC(C)(C)NC(=O)C(c1cccn1C)N(Cc1ccccc1)C(=O)Cn1nnc2ccccc21 (centres undefined)	-0.2	0.12	1.9	-2	128	19	0.16	14	13
